Screening results deposited in PubChem BioAssay by The Scripps Research Institute Molecular Screening Center.
TAAR1 agonist – human TAAR1 agonists, primary screen, Fluo-8 calcium fluorescence, CHO RD-HGA16 cells; vehicle wells 0%, saturating PEA agonist 100%; activation, % at 3 µM; 360,000 compounds, 0.99% hits;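 active = activation above the mean activation of all test compounds in the run plus 3 SD, cut at about 38% in these data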
Target sequence (Q96RJ0 whole entry, looked up): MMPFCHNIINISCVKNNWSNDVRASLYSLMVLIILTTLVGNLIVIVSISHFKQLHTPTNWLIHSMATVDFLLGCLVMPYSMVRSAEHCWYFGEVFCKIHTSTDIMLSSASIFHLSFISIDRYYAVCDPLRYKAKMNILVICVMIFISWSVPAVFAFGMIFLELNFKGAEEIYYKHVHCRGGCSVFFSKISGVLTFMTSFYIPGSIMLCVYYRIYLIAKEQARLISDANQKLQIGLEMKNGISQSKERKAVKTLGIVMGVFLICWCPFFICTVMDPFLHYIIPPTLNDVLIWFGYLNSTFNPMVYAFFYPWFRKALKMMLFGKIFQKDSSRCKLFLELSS
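Assay system: CHO-derived RD-HGA16 cells with stable Gα16 and human TAAR1; timing: 17-24 h seeding, 75 min 37 °C dye, 30 min RT; read-out: % activation from peak over basal fluorescence ratio, DMSO-to-PEA scaled; measured by: kinetic Fluo-8 calcium fluorescence; benchmarks: low control DMSO, high control PEA (EC100); doses: 3 µM single concentration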
OXTR potentiator – human OXTR potentiators, primary screen, fluorescence, CHO-OTR cells, Fluo-8 calcium; Oxytocin receptor (Homo sapiens), P30559; Fluo-8 calcium fluorescence, potentiator mode; 0% = oxytocin EC15, 100% = EC100; activation, % at 3 µM; 320,000 compounds, 0.061% hits; AID 2445, 2010;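 active = activation above that plate's cutoff, the mean activation of tested compounds plus 3 SD, cut at about 6.6% in these data, passing the limit was not always enough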;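 also: 100% uses oxytocin at 75 nM as the full agonist control; some results filed as inactive read as strong as hits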
Target sequence (P30559 whole entry, looked up): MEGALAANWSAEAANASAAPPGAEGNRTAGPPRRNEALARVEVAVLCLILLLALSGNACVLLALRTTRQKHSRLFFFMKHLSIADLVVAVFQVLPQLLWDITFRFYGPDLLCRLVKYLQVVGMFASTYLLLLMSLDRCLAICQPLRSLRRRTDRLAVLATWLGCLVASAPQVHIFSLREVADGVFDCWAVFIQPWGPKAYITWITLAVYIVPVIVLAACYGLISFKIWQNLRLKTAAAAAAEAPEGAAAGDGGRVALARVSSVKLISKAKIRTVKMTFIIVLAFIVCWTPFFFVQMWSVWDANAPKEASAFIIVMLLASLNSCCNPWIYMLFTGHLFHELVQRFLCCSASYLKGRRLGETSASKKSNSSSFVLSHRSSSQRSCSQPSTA
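assay system = CHO-OTR cells, human receptor | schedule = compound 6 min at room temperature before oxytocin, 100 s read | detection = Fluo-8 intracellular calcium fluorescence, ex 470-495, em 515-575 nm | evaluation = normalized max/min fluorescence ratio, % activation | control set = EC15 oxytocin alone as 0%, 75 nM oxytocin (EC100) as 100%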
CHO parental Ca – ATP-evoked calcium signal inhibitors, parental CHO, primary screen, counter-screen for OX1R antagonist project, cell-based, fluorescence, Fluo-8 calcium dye; 330,000 compounds, 0.63% hits; AID 463079, 2010; parental CHO-K1, ATP-induced calcium, Fluo-8 fluorescence; inhibition, % at 5.6 µM;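 active = inhibition above that plate's mean sample inhibition plus 3 SD, cut at about 26% in these data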;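 also: 0% = ATP-challenged DMSO wells and 100% = DMSO wells without ATP; some compounds past the cut are filed as inactive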
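Measured by: calcium-sensitive Fluo-8 fluorescence / Test system: CHO parental line / Controls: ATP-challenged DMSO wells low, unchallenged DMSO wells high / Measure: % inhibition / Compound: single nominal dose of 5.6 µM per compound / Replicates: single well per compound, no replicates / Reagent: ATP as calcium-mobilizing challenge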
CHO-K1 Ca ag – counter-screen for M1 agonists: effect in parental CHO-K1 cells | 360,000 compounds, 0.48% hits | Fluo-8 calcium fluorescence; scaled to maximal ATP response, vehicle zero | activation, % at 3 µM; in the data active = activation above about 15%;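 also: untransfected CHO-K1 host cells lacking M1 receptor as counterscreen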
CHRM1 antagonist – human M1 muscarinic receptor antagonists, primary screen, CHO-K1 cells, Fluo-8 calcium fluorescence, 1536-well. Muscarinic acetylcholine receptor M1 (Homo sapiens), P11229. CHO-K1 hM1, ACh EC80 antagonist. inhibition, % at 3 µM. 360,000 compounds, 1.3% hits;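 active = percent inhibition above its own plate's cutoff, namely the mean of that plate's compound wells plus 3 SD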;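 also: peak over basal fluorescence ratio during 140 s after agonist addition; 0% = ACh EC80 plus DMSO and 100% = DMSO alone without agonist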
CHO-K1 Ca antag – M1 antagonist counterscreen hit in parental CHO-K1 cells; inhibition, % at 3 µM; 360,000 compounds, 0.6% hits; AID 602250; ATP-induced calcium, Fluo-8 fluorescence;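 active = inhibition above a per-plate cutoff, the plate's mean sample inhibition plus 3 SD, cut at about 24% in these data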;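 also: 0% = DMSO plus EC80 ATP and 100% = DMSO alone without ATP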
M1 ag – human M1 muscarinic receptor agonists, primary screen, Fluo-8 calcium fluorescence, CHO-K1 cells, HTS; activation, % at 3 µM; 360,000 compounds, 0.33% hits; AID 588814, 2011; CHO-K1 hM1, agonist mode; 0% DMSO, 100% acetylcholine EC100;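 active = activation above the run's mean compound activation plus 3 SD, cut at about 16% in these data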;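 also: peak over basal fluorescence ratio within a 140 s kinetic read after compound addition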
M1 PAM parental – nonselective calcium activators in parental CHO-K1 cells, primary screen, counter-screen for M1 PAM project, cell-based, Fluo-8 calcium fluorescence, full deck, 1536-well. ATP EC20; 0% at ATP EC20, 100% at ATP max. activation, % at 3 µM. 360,000 compounds, 0.02% hits;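 active = activation above the run cutoff, the mean activation of all test compounds plus 3 SD, cut at about 40% in these data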;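 also: peak over basal fluorescence ratio in a 140 s read after ATP addition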
TAAR1 antag – human TAAR1 antagonists, primary screen, Fluo-8 calcium fluorescence, CHO RD-HGA16 cells; Trace amine-associated receptor 1 (Homo sapiens), Q96RJ0; antagonist; inhibition, % at 3 µM; 360,000 compounds, 1.5% hits; AID 624466, 2012;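 active = inhibition above a per-plate cutoff, the mean inhibition of test compounds on that plate plus 3 SD, cut at about 49% in these data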;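 also: 0% = DMSO plus EC80 beta-PEA response and 100% = DMSO alone without agonist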
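Assay system: RD-HGA16 CHO cells with stable hTAAR1 and Gα16 / Reagent: EC80 β-phenethylamine stimulus / Doses: 3 µM, single point / Timing: dye loading 75 min at 37 °C, then 30 min room temperature / Measured by: Fluo-8 intracellular calcium dye fluorescence, real-time kinetic reads / Controls: vehicle wells and EC80 agonist wells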
Starred values were filed as active, the others as inactive; · = no result given.

Order of results – TAAR1 agonist	OXTR potentiator	CHO parental Ca	CHO-K1 Ca ag	CHRM1 antagonist	CHO-K1 Ca antag	M1 ag	M1 PAM parental	TAAR1 antag
- COc1ccc(CCNC(=O)COC(=O)/C=C/c2cccc(F)c2)cc1
    8.9	-7.6	-20.6	6.5	-0.3	-12.9	-2.6	10.9	11.4
- C=CCC1(CC=C)CCCN1C(=O)c1cc(COc2cccc(OC)c2)on1
    0.1	-4.0	10.9	1.6	18.0	1.6	-2.6	-22.5	33.8
- Cc1ccccc1CSc1nc2ccccc2c(=O)n1C
    11.6	-3.9	-24.0	-0.1	6.2	-5.9	-3.6	-1.7	2.1
- COc1ccc(NC(=O)CCS(=O)(=O)c2ccc3nc(C)sc3c2)cc1OC
    0.1	-2.4	0.2	0.3	-8.1	-16.6	0.8	11.5	-14.7
- CCc1ccccc1NC(=O)CNC(=O)c1cc(C2CC2)nn1-c1ccccc1
    13.9	-10.4	-27.2	0.7	7.0	-9.2	-6.7	4.8	-12.5
- NS(=O)(=O)c1ccc(CCNC(=O)c2cc([N+](=O)[O-])ccc2N2CCCCC2)cc1
    -0.7	-8.2	-0.4	0.9	-4.6	-7.4	-4.8	18.0	3.4
- Cc1ccc(OCC(=O)N2N=C(c3ccncc3)CC2(O)C(F)(F)F)cc1C (stereo not drawn)
    4.6	-1.8	-6.7	0.5	-13.9	2.6	0.3	-12.6	-27.0
- Cc1ccc(CNC(=O)C2CC(c3ccccc3F)=NO2)cc1 (stereo not drawn)
    9.0	-1.6	-11.3	-0.3	2.9	-12.1	-2.1	19.5	2.7
- Cc1cccc(C)c1NC(=O)C1CSC2(C)CCC(=O)N12 (stereo not drawn)
    3.9	-1.6	-9.9	1.6	-22.6	-10.8	2.5	15.4	-16.0
- Cc1cccc(C)c1NC(=O)CCCSc1nnc(-c2ccco2)o1
    6.1	-1.4	-8.9	0.1	-7.6	0.4	-3.6	7.0	16.5
- COc1cccc(NC(=O)Nc2ccc3c(c2)nnn3C)c1
    3.9	-6.3	-6.9	0.3	-6.5	5.3	-1.4	-5.5	3.6
- Cn1sc2ccccc2c1=O
    46.0*	·	·	0.4	-7.0	2.2	2.4	-4.1	-3.3
- O=C(c1cc(-c2cccc(Cl)c2)nc2ccccc12)N1CCN(c2ccccn2)CC1
    -0.3	-11.7	-35.7	2.1	5.5	9.0	-1.6	-9.3	36.1
- O=C(NNS(=O)(=O)c1ccccc1)c1cccc(F)c1
    1.0	-13.9	7.4	10.4	2.1	11.0	3.3	4.9	-17.1
- CC(=O)NC1=NN(C(C)=O)C2(S1)C(=O)N(C(C)=O)c1ccc(C)cc12 (stereo not drawn)
    0.5	4.9	-5.0	0.6	2.8	-5.6	-4.8	-8.2	-9.6
- O=C(Oc1ccc(-c2nnco2)cc1)c1ccc(F)c(S(=O)(=O)N2CCOCC2)c1
    22.1	-5.9	-9.2	7.4	38.5*	10.4	-1.3	-5.8	84.1*
- Cc1ccc(NCCC(=O)c2cccs2)cc1
    2.5	-17.4	-11.4	1.7	-9.2	-17.3	-5.7	20.5	1.3
- Cc1ccc(-c2nnn(CC(=O)N(CCO)C(C(=O)NC3CCCCC3)c3ccncc3)n2)o1 (stereo not drawn)
    0.2	0.8	-9.2	1.8	-12.0	-7.1	-2.2	31.8	-7.2
- C=CCn1c(Cc2cccs2)nnc1SCC(=O)NC1CC1
    6.1	-5.8	-12.9	0.8	-6.2	-7.7	-1.5	22.9	-23.4
- Cc1csc(C(=O)O)c1-c1c(C)csc1C(=O)O
    2.0	-7.5	-8.4	0.5	-9.6	-0.3	-0.6	14.9	-16.7

Complete entries as entered above. Order of values: TAAR1 agonist, OXTR potentiator, CHO parental Ca, CHO-K1 Ca ag, CHRM1 antagonist, CHO-K1 Ca antag, M1 ag, M1 PAM parental, TAAR1 antag
O=C(c1cc(-c2cccc(Cl)c2)nc2ccccc12)N1CCN(c2ccccn2)CC1 reads -0.3, -11.7, -35.7, 2.1, 5.5, 9.0, -1.6, -9.3, 36.1
Cc1ccc(-c2nnn(CC(=O)N(CCO)C(C(=O)NC3CCCCC3)c3ccncc3)n2)o1 (stereo not drawn) reads 0.2, 0.8, -9.2, 1.8, -12.0, -7.1, -2.2, 31.8, -7.2
O=C(NNS(=O)(=O)c1ccccc1)c1cccc(F)c1 reads 1.0, -13.9, 7.4, 10.4, 2.1, 11.0, 3.3, 4.9, -17.1

The listing continues:
Order of results – TAAR1 agonist	OXTR potentiator	CHO parental Ca	CHO-K1 Ca ag	CHRM1 antagonist	CHO-K1 Ca antag	M1 ag	M1 PAM parental	TAAR1 antag
- Cc1ccc(NC(=O)CN2C(=O)NC(Cc3ccccc3)C2=O)c(Br)c1 (stereo not drawn)
    3.9	-4.2	-10.5	-0.1	-7.1	-14.8	-1.3	1.5	-17.9
- O=C(NCCCN1CCCC1=O)c1cc(NS(=O)(=O)c2ccc(F)cc2)cc(NS(=O)(=O)c2ccc(F)cc2)c1
    -1.3	-6.2	-10.7	-0.4	-6.6	-5.1	-6.5	16.8	12.8
- CCN(CC)S(=O)(=O)c1ccc(N(C)C)c(NC(=O)CC(NC(C)=O)c2ccccc2)c1 (stereo not drawn)
    ·	-9.6	-10.7	0.3	-4.4	-9.0	-5.5	6.5	·
- CSc1nc(C)cc(C)c1C(N)=O
    6.9	-13.7	5.5	-0.1	-9.3	6.6	-1.3	-4.9	13.2
- Cc1ccc(S(=O)(=O)Nc2c(C)cc([N+](=O)[O-])cc2C)cc1
    -1.0	·	·	0.2	5.8	-13.8	-5.7	16.4	4.8
- O=C(COC(=O)C1COc2ccccc2O1)NC(=O)NC1CCCCC1 (stereo not drawn)
    6.1	-10.1	-18.0	0.1	-11.7	7.3	0.6	4.7	-2.9
- Cc1ccc(NC(=O)COC(=O)[C@H](C)NC(N)=O)c(C)c1
    2.8	3.9	-3.0	-0.4	-3.7	-6.7	-3.4	13.9	-6.3
- O=C(O)c1ccccc1-c1ccc([N+](=O)[O-])cc1Cl
    3.4	·	·	-0.2	-4.7	-1.8	-0.1	3.3	-24.1
- CCCCCCCCN1C(=O)[C@H](CC(=O)N2CCN(C(=O)C3CC3)CC2)C[C@@]2(C(=O)OCC)CCCC=C12
    -2.9	·	·	1.2	·	-10.0	·	6.1	-32.8
- COc1ccc(NC(=O)c2ccc(-n3cccn3)c([N+](=O)[O-])c2)cc1
    4.6	-21.4	-5.8	5.7	-0.2	-4.8	-5.1	12.7	-13.6
- CCOC(=O)C1=C(Nc2ccccc2)OCC1=O
    4.0	-1.0	-8.4	0.4	-5.8	-5.3	-4.9	19.7	4.8
- CCCCC(CCC(=O)Nc1ccc(C(=O)OCC)cc1)C(=O)O (stereo not drawn)
    4.5	1.1	-15.0	0.1	-36.5	-8.6	-1.7	21.7	-9.4
- O=S(=O)(c1ccccc1)c1nc(NCc2ccccc2)sc1Cl
    1.2	-6.9	-12.6	0.8	18.2	13.2	-9.0	-8.4	6.3
- O=C(c1cc2ccccc2oc1=O)N1CCN(c2ccc(N3CCOCC3)nn2)CC1
    2.9	-5.2	-6.3	0.2	-3.1	4.4	-1.5	-2.7	-16.0
- CCNC(=O)NC(=O)C(C)OC(=O)c1oc2ccccc2c1CSC1CCCCC1 (stereo not drawn)
    3.5	-0.2	-12.2	8.4	-10.5	-5.8	-4.5	19.1	8.9
- COC(=O)C[C@H]1C[C@H]2c3cc(NC(=O)Cc4ccncc4)ccc3O[C@H]2[C@@H](CO)O1
    4.2	·	·	-0.3	-16.1	-0.5	-3.7	-4.0	-12.9
- CN1CCN(C(=O)c2cccc(S(=O)(=O)N3CCCC3)c2)CC1
    8.6	-1.6	0.9	0.2	-8.0	-16.5	-4.4	16.3	-17.7
- O=C1Nc2ccc(F)cc2C12Nc1ccccc1-c1nnc(SCc3ccccc3Cl)nc1O2 (stereo not drawn)
    -2.8	-16.2	-13.3	1.1	1.1	-6.0	-2.0	14.2	-19.5
- CCCCN(CCCC)C(=O)c1sc2nc(N3CCOCC3)c3c(c2c1N)CCCC3
    1.3	-5.7	-17.9	-0.6	-3.5	6.9	-3.9	-13.6	-7.2
- COc1c(Cl)cccc1-c1cn2ccc(C)cc2n1
    -0.2	-2.9	-10.9	0.2	-6.9	-12.4	-3.0	14.3	-9.8
- C=C(C)C1CC=C(C)/C(=N/NC(=O)COc2cccc(C)c2)C1 (stereo not drawn)
    4.3	-4.6	-21.7	0.4	-8.8	-3.9	-5.3	-0.4	2.8
- O=C(NC1(C(F)(F)F)NC(=O)N(c2ccc(F)cc2)C1=O)c1cccs1 (stereo not drawn)
    0.7	-1.9	0.0	0.3	-4.5	-1.4	-7.7	19.4	12.8
- CC1(C(=O)Nc2nc3ccc(S(C)(=O)=O)cc3s2)CC1(Cl)Cl (stereo not drawn)
    1.2	-4.7	-7.0	0.6	-10.2	0.0	-2.8	-2.2	-10.0
- CCC(NC(=O)c1ccccc1NC(=O)c1ccccc1)C(=O)NNC(=O)c1cccnc1 (stereo not drawn)
    0.5	-5.8	-6.9	0.9	-6.3	-9.2	-2.5	16.1	-10.7
- O=c1c(Br)c(Br)cnn1-c1ccccc1
    -2.6	·	·	-0.1	-1.2	-1.6	-2.6	4.2	22.8
- Fc1ccccc1NC(=S)N1CCOCC1
    -0.1	-13.6	-7.2	0.4	-2.0	-8.6	-3.3	4.7	-13.8
- Cn1nc(-c2ccccc2)c2cc(C(=O)O)sc21
    -1.0	-1.2	-2.7	-0.5	-5.4	4.3	-7.0	4.4	-8.1
- CC(C(=O)N=c1sc2ccccc2n1C)N1C(=O)C2CC=CCC2C1=O (stereo not drawn)
    5.0	1.6	-9.7	0.5	4.1	14.2	-6.6	-8.1	-9.7
- Cn1c(CCNC(=O)c2ccco2)nc2cc(NC(=O)NC3CCCCC3)ccc21
    4.5	-2.4	6.4	-0.1	-9.3	5.0	-2.5	-6.4	10.9
- Cc1nc2ccccc2c(=O)n1/N=C/c1cn[nH]c1-c1ccccc1
    15.1	-6.0	-24.6	1.4	7.6	-0.7	-3.3	7.8	58.2*
- O=C(NCc1ccncc1)c1ccc(Oc2ccccc2)cc1
    0.3	-23.1	3.5	9.7	1.4	-2.7	-4.5	1.9	0.3
